# AmpC det inh: AmpC beta-lactamase inhibition, detergent assay; P00811; purified AmpC, nitrocefin hydrolysis with detergent; Potency, µM (titrated, usually from 28.7 µM), for the others: at the highest dose activity change, negative = inhibition; 71,000 tested, 0.09% active; AID 584; active means well fitted curve in the direction sought with a large enough effect
# Target sequence (P00811 whole entry, looked up): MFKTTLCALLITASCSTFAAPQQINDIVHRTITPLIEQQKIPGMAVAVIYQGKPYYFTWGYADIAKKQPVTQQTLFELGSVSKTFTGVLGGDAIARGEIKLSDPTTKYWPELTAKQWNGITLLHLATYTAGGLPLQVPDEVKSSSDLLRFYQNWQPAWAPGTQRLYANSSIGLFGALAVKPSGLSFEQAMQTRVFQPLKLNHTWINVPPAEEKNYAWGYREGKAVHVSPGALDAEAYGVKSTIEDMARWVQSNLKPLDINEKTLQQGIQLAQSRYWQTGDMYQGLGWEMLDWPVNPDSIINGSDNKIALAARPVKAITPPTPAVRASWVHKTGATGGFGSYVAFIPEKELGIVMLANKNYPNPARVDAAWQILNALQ
#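 E. coli AmpC (5.3 nM) in 20 mM phosphate pH 7.0 with 0.01% Triton X-100, preincubated 15 min RT with compound; nitrocefin (2 uL of 800 uM stock) hydrolysis followed by 480 nm absorbance every 20 s over 4 min.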
# The depositor's hits bear a star; & = joins results of further samples; [ ] = another dose, or the depositor's remark. On the % scale 0 is the no-effect control and ±100 the full control effect; potency means the concentration at half of the fitted maximal effect.
SMILES,AmpC det inh
CCOc1ccc(NC(=O)N(CCN(C)C)C(C)c2ccncc2)cc1 (stereo not drawn),5%
COc1ccc(CNC(=O)c2cnc(C)cn2)c(OC)c1,-5%
CCOC(=O)CSC1=C(C#N)C(c2ccccc2OCC)C(C(=O)OCC)C(=O)N1 (stereo not drawn),-1%
O=C(c1ccc2c(c1)OCO2)N1CCN=C1SCc1ccccc1,6%
O=S(=O)(NC1c2cccc3cccc(c23)C1N1CCN(CCO)CC1)c1ccccc1 (stereo not drawn),-3%
CCOC(=O)N1CCC(Nc2cc(C)nc3c(-c4ccccc4OC)c(C)nn23)CC1,1%
CCSc1ccccc1C(=O)NCCCn1ccnc1,-6%
C=C(C)Cn1c(COc2ccccc2)nnc1SCC(=O)O,-3%
Cc1c2cnccc2c(C)c2c1c1ccccc1n2CCOC(=O)c1ccccc1,-2%[5.75 µM]
Cn1c(=O)c2c(nc(Cl)n2Cc2ccncc2)n(C)c1=O,-3%
N#CC1=C(N)SC(N)=C(C#N)C1c1ccc(C(F)(F)F)cc1,8%
O=C(NCCNC(=O)C(c1ccccc1)c1ccccc1)c1ccco1,-1%
COc1ccc(N2CCN(C(=O)CCS(=O)(=O)c3cccc4nsnc34)CC2)cc1,0%
COc1ccccc1OCc1ccc(C(=O)N2CCN3CCCC3C2)cc1 (stereo not drawn),7%
CCCC(C(=O)NC1CCCCC1)N(CC1CCCO1)C(=O)CNS(=O)(=O)c1ccc(F)cc1 (stereo not drawn),4%
CCN(CC)C(=O)C1=C(C)NC(=O)NC1c1ccccc1F (stereo not drawn),-3%
CN(C)CCCc1cc(C(=O)Nc2ccc(-c3ccncc3)cc2)ccc1O,-1%
CN(Cc1ccccc1)S(=O)(=O)c1ccc2c(c1)n(C)c(=O)n2C,-5%
Cc1cccc2cc(CN(Cc3nnnn3Cc3ccco3)C3CCCC3)c3nnnn3c12,-6%
CCOc1ccc2sc(NS(=O)(=O)c3ccc(OC)c(OC)c3)nc2c1,-6%
COc1ccc(-c2cc(C(F)F)n3ncc(C(=O)NCCCN4CCCC4=O)c3n2)cc1,12%
O=C(CCl)c1ccc(Cl)cc1Cl,12%
COc1cc(C(=O)Nc2cc(-c3nc4cc(C)ccc4o3)ccc2C)cc(OC)c1OC,0%
CCCCn1c(SCC(=O)N2CC(C)CC(C)C2)nc2cc(S(N)(=O)=O)ccc21 (stereo not drawn),-4%
CCOc1ccccc1N(CC(=O)Nc1ccc2c(c1)OCCO2)S(C)(=O)=O,2%
CCOc1ccc(OCCSc2nc(C)cc(=O)[nH]2)cc1,11%
COc1ccc2nc(C)c(C(=O)OCCN(C)C)cc2c1,3%
CCOC(=O)N1CCN(C(=O)C2CCN(S(=O)(=O)CC)CC2)CC1,-1%
COc1cc(C(=O)N2CCN(C(=O)c3ccccc3)CC2)cc(OC)c1OC,10%
Cc1ccccc1-c1noc(-c2cccs2)n1,9%
CCn1c(COc2ccc(C)cc2)nnc1SCC(=O)Nc1ccc2c(c1)OCCO2,6%
COCCn1c(=O)c(CCc2ccccc2)nc2cnc(Nc3ccccc3)nc21,0%
S=C=Nc1cccc2ccccc12,10%
COC(=O)[C@H]1C[C@@H]1[C@H](NS(=O)(=O)c1ccc2ccccc2c1)c1ccccc1,-4%
CC(=O)c1ccc(N2CCN(S(=O)(=O)c3cccc(S(=O)(=O)N4CCOCC4)c3)CC2)cc1,6%
C=CCn1c(O)c(C(C)=NCCCO)c(=O)[nH]c1=O,-1%
Cc1ccc(Nc2nc(N)nc(CN3CCN(C(=O)c4ccco4)CC3)n2)cc1Cl,-5%
O=C(O)CC(C(=O)OC1CCCCC1)N1CCOCC1 (stereo not drawn),-4%
CCOC(=O)C(NC(=O)c1ccccc1)(N1CCOCC1)C(F)(F)F (stereo not drawn),-3%
O=C1CC(N2CCN(CCc3ccccn3)CC2)C(=O)N1c1ccc(Cl)cc1 (stereo not drawn),0%
COC(=O)c1ccc(CC(=O)c2c(C)cc(O)cc2O)o1,-3%
CCCC/C=C/C(NC(=O)c1ccccc1)c1ccccc1 (stereo not drawn),-2%
Cc1cc(N2CCN(C)CC2)nc(N2CCOCC2)n1,0%
N#Cc1nc(-c2ccccc2Cl)oc1NCc1ccco1,-6%
COc1ccccc1N1CCN(C(=O)COc2ccc(Cl)cc2Br)CC1,3%

# 4 structures already listed, arranged by SMILES length, ascending:
SMILES,AmpC det inh
S=C=Nc1cccc2ccccc12,10%
CCCC/C=C/C(NC(=O)c1ccccc1)c1ccccc1 (stereo not drawn),-2%
C=CCn1c(O)c(C(C)=NCCCO)c(=O)[nH]c1=O,-1%
CCn1c(COc2ccc(C)cc2)nnc1SCC(=O)Nc1ccc2c(c1)OCCO2,6%

# Reformatted with tabs: part of the list above
molecule	AmpC det inh
Cc1cc(N2CCN(C)CC2)nc(N2CCOCC2)n1	0%
COCCn1c(=O)c(CCc2ccccc2)nc2cnc(Nc3ccccc3)nc21	0%

# Next section
SMILES,AmpC det inh
CN1[C@@H]2CC[C@H]1CC(O[C@@H](c1ccccc1)c1ccccc1N)C2 (stereo partly drawn),-2%
CN(C)CCCNC(=O)CCC1CCCCC1,1%
COc1ccccc1-c1ccc2ncnc(N(C)Cc3ccco3)c2c1,8%
Cc1cccc(N2CCN(c3nc4ccccc4n4cnnc34)CC2)c1C,15%
Cc1ccccc1-n1c(SCC(=O)N2CCCC2)nnc1-c1ccccn1,1%
Cc1cnc(N)c2c(=O)oc3ccccc3c12,11%
O=C(NCc1ccc(Cl)cc1)c1cccnc1,5%
CN(C)C(=O)N1CCCC(C(=O)NCc2cccs2)C1 (stereo not drawn),-4%
CC(C)OC(=O)CCCCCN1C(=O)CSC1=S,0%
Nc1nnc(Cc2c[nH]c3ccccc23)s1,4%
CCC(=O)Nc1cc(-c2nn(C)c(=O)c3ccccc23)ccc1OC,-8%
COc1ccc(N2CCN(C(=O)CSc3nnc(COc4cccc5cccnc45)o3)CC2)cc1,1%
O=C(Nc1nc2ccccc2n1Cc1ccccc1)c1ccco1,-2%
O=C(COc1ccc(S(=O)(=O)N2CCOCC2)cc1)NC1CCCC1,-6%
c1cc(CN2CC3(CCNCC3)C2)ccn1,0%
CCOc1ccccc1NC(=O)Cn1nnc(-c2ccc(OCC)c(OCC)c2)n1,11%
Cc1nc2cc(NC(=O)N(C)c3ccc4ccccc4c3)ccc2o1,-4%
CCCCCCn1c(CN2CCCCC2CC)nc2c1c(=O)n(C)c(=O)n2C (stereo not drawn),11%
COc1ccc(N(CC(=O)NC2CCCCCCC2)S(=O)(=O)c2c(C)nn(C)c2C)cc1,8%
CC(=O)NCc1ccc(C(=O)CSc2nnc(-c3ccncc3)n2Cc2ccccc2)o1,-2%
COc1ccc(C(=O)Cn2nnc(-c3ccccc3NC(=O)c3ccco3)n2)cc1,1%
COC(=O)c1[nH]c2cc(OC)c(OC)cc2c1NC(=O)c1cccc(OC)c1,-3%
COc1ccc(Cc2nn3c(-c4cc(OC)c(OC)c(OC)c4)nnc3s2)cc1,-4%
CC1CC(C)CN(c2oc(-c3ccccc3Cl)nc2C#N)C1 (stereo not drawn),-1%
O=C(CS(=O)(=O)c1ccccc1)N1CCCCCC1,-5%
CC(C)(C)OC(=O)NC(CCCCNC=O)C(=O)O (stereo not drawn),-5%
COc1ccc(CC(=O)Nc2ccc3c(c2)OCO3)cc1S(=O)(=O)N1CCOCC1,-4%
Cc1cc(NC(=O)CSc2nc(-c3cccs3)cc(C(F)(F)F)n2)no1,8%
CCOC(=O)c1c(C)c(C(=O)N2CCc3ccccc3C2)c(C)n1CC,-6%
C[C@H](N)Cc1c[nH]c2ccc(O)cc12,-3%&0%
N#CCCN1CCN(Cc2cc(-c3ccccc3)ccc2O)CC1,-4%
CC(=O)NC(CCS(C)(=O)=O)C(=O)Nc1cccc(C)c1 (stereo not drawn),13%
COc1cc(C2=Nc3c(c(C)nn3-c3ccccc3)P(=O)(N3CCOCC3)O2)cc(OC)c1OC (stereo not drawn),-8%
CCCOc1cccc(C(=O)Nc2nnn(CCC)n2)c1,9%
c1ccc(CSc2nnc3c4ccccc4c4ccccc4c3n2)cc1,-1%[5.75 µM]
Cc1ccc(N(CC(N)=O)C2SC(=O)NC2=O)cc1 (stereo not drawn),0%
COc1cccc(CN(Cc2ccco2)C(c2ccc(F)cc2)c2nnnn2C(C)(C)C)c1 (stereo not drawn),16%
CCOC(=O)C(NCCCO)c1ccccc1 (stereo not drawn),10%
CCOC(=O)C(CC)n1nc(C)n2c(cc3sccc32)c1=O (stereo not drawn),13%
O=C(Cn1nnc(-c2ccc(Cl)cc2)n1)NCC1CCCCC1,-4%
CCOC(=O)C1CCCN(Cc2c(F)cccc2Cl)C1 (stereo not drawn),-2%
COc1ccc(-c2nc(N)n(C(C)=O)n2)cc1,-6%
Cc1ccc(N2C(=O)[C@@H]3Cc4ccccc4CN3C2=O)cc1,-1%
N=C(N)n1cc(/C=N\N=C(N)N)cn1,-1%[5.75 µM]
CC(C)c1cccc2nc3c(c([Si](C)(C)C(C)(C)C)c12)Cn1c-3cccc1=O,-5%

# 3 entries drawn at random from the list so far:
SMILES,AmpC det inh
CCCCn1c(SCC(=O)N2CC(C)CC(C)C2)nc2cc(S(N)(=O)=O)ccc21 (stereo not drawn),-4%
CCOC(=O)C1CCCN(Cc2c(F)cccc2Cl)C1 (stereo not drawn),-2%
CN1[C@@H]2CC[C@H]1CC(O[C@@H](c1ccccc1)c1ccccc1N)C2 (stereo partly drawn),-2%

# Filtered by structure: those above containing a Cl atom
SMILES,AmpC det inh
Cn1c(=O)c2c(nc(Cl)n2Cc2ccncc2)n(C)c1=O,-3%
O=C(CCl)c1ccc(Cl)cc1Cl,12%
Cc1ccc(Nc2nc(N)nc(CN3CCN(C(=O)c4ccco4)CC3)n2)cc1Cl,-5%
O=C1CC(N2CCN(CCc3ccccn3)CC2)C(=O)N1c1ccc(Cl)cc1 (stereo not drawn),0%
N#Cc1nc(-c2ccccc2Cl)oc1NCc1ccco1,-6%
COc1ccccc1N1CCN(C(=O)COc2ccc(Cl)cc2Br)CC1,3%
O=C(NCc1ccc(Cl)cc1)c1cccnc1,5%
CC1CC(C)CN(c2oc(-c3ccccc3Cl)nc2C#N)C1 (stereo not drawn),-1%
O=C(Cn1nnc(-c2ccc(Cl)cc2)n1)NCC1CCCCC1,-4%
CCOC(=O)C1CCCN(Cc2c(F)cccc2Cl)C1 (stereo not drawn),-2%

# More structures:
SMILES,AmpC det inh
Cc1cc(C)c(/C=C2/C(=O)Nc3ccccc32)[nH]1,-4%
CN(C)c1ncnc2c1ncn2CCn1cnc2c(N(C)C)ncnc21,-1%[5.75 µM]
CCOC(=O)c1c2n(c3c(NCc4ccccc4)ncnc13)CCCC2,10%
CCCCSc1nnc([C@H](CC(C)C)NC(=O)OC(C)(C)C)o1,2%
CCOC(=O)C1CCCN(c2ccc(NC(=O)c3snc4c(=O)[nH]cnc34)cc2)C1 (stereo not drawn),14%
CCCn1c(SCC(=O)Nc2ccccc2CC)nnc1C(C)C,12%
COc1nnc(-c2ccc(C(=O)N3C[C@@H]4C[C@H](C3)c3cccc(=O)n3C4)cc2)c2ccccc12,0%
CCC(Sc1ncccc1C(=O)O)C(=O)N1CCOCC1 (stereo not drawn),-1%
CC(C)Sc1oc(-c2ccco2)nc1S(=O)(=O)c1ccc(F)cc1,-3%
O=C(O)Cc1ccccc1C(=O)O,8%
COc1ccc(Cl)cc1S(=O)(=O)N1CCN(C(=O)COc2ccccc2)CC1,-4%
O=C(CCn1c(=S)[nH]c2ccccc2c1=O)N1CCN(c2ccccn2)CC1,10%
COC(=O)c1ccc(NC(=O)C2CCCN(S(=O)(=O)c3cnc[nH]3)C2)cc1 (stereo not drawn),6%
CC(C)CN1CCC2(CC1)CCN(S(C)(=O)=O)CC2,-2%
CCOC(=O)c1cccc(Nc2nc(C)cc(C)n2)c1,-4%
N#CCCN1CCN(S(=O)(=O)c2ccc(S(=O)(=O)NC3CC3)cc2)CC1,11%
Cc1ccc(CN2C(=O)CCC2C(=O)NCCCN2CCCC(C)C2)cc1 (stereo not drawn),-4%
CN1CCN(C(=O)c2c(O)c3cccc4c3n(c2=O)CCC4)CC1,2%
O=S(=O)(NCc1ccc2c(c1)OCO2)c1cccc2nsnc12,28%
CCOC(=O)C1=C(C)Nc2ncnn2C1c1ccc(N(C)C)cc1 (stereo not drawn),-3%
O=C(COc1ccccc1)NCC(=O)NC1=NCCS1,-3%
COc1ccc(CCNC(=O)c2c(O)c3cccc4c3n(c2=O)CC4)cc1,14%
CC(C)(C)c1ccc(S(=O)(=O)NCC(=O)N2CCN(C(=O)c3ccco3)CC2)cc1,-6%
OC(CN1C2=NCCCN2c2ccccc21)c1ccc2c(c1)OCO2 (stereo not drawn),-1%
CCOC(=O)c1[nH]c(C)c(C(=O)OCC(=O)NC(=O)NC(C)(C)C)c1C,19%
COc1cccc(OC)c1C(=O)Nc1c(C)n(C)n(-c2ccccc2)c1=O,1%
CC(C)CCn1c(SCCN2CCOCC2)nc2c1c(=O)[nH]c(=O)n2C,-2%
c1ccc(SC(Sc2ccccc2)c2ccc3c(c2)OCO3)cc1,-1%[5.75 µM]
CCCC1=C(C(=O)OCC)C(c2ccccc2OC)NC(=O)N1 (stereo not drawn),0%
Cc1ccc(NC(=O)c2cccs2)cc1NC(=O)c1ccco1,-2%
Cc1ccc(S(=O)(=O)c2nc(NC3CCS(=O)(=O)C3)sc2Cl)cc1 (stereo not drawn),-4%
CCCCN1C(=O)C(NC(C)=O)c2ccccc21 (stereo not drawn),18%
CCCOc1ccccc1-c1nc2c([nH]1)c(=O)[nH]c(=O)n2C,25%
O=C(CSc1nnc(CNc2ccccc2)o1)N1CCN(C(=O)c2ccco2)CC1,-4%
O=C(Nc1cnc2sc3c(n2c1=O)CCCC3)c1ccc(F)cc1,1%

# The list is partial; rates above refer to the full screens.
